High-throughput results from PubChem.
M1 ag = activates human CHRM1 receptor; activation, % at 3 µM; P11229; CHO-K1 hM1, Fluo-8 calcium fluorescence, agonist mode; 0% DMSO, 100% acetylcholine EC100; 360,000 compounds, 0.33% hits; AID 588814;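 active = activation above the run's mean compound activation plus 3 SD, cut at about 16% in these data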;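 note: peak over basal fluorescence ratio within a 140 s kinetic read after compound addition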
CHRM1 PAM = positive allosteric modulators of human M1 muscarinic receptor. P11229. CHO-K1 hM1, Fluo-8 calcium fluorescence, ACh EC20; 0% = ACh EC20, 100% = maximal ACh. activation, % at 3 µM. 360,000 compounds, 0.088% hits; in the data active = activation above about 19%, passing the limit was not always enough
CHO parental Ca = signal in parental CHO cells, OX1R antagonist counter-screen; parental CHO-K1, ATP-induced calcium, Fluo-8 fluorescence; 330,000 compounds, 0.63% hits; inhibition, % at 5.6 µM;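 active = inhibition above that plate's mean sample inhibition plus 3 SD, cut at about 26% in these data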;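 note: 0% = ATP-challenged DMSO wells and 100% = DMSO wells without ATP; some compounds past the cut are filed as inactive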
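Measured by: calcium-sensitive Fluo-8 fluorescence / Test system: CHO parental line / Controls: ATP-challenged DMSO wells low, unchallenged DMSO wells high / Measure: % inhibition / Compound: single nominal dose of 5.6 µM per compound / Replicates: single well per compound, no replicates / Reagent: ATP as calcium-mobilizing challenge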
OXTR potentiate = human OXTR potentiation. P30559. CHO-OTR cells, Fluo-8 calcium fluorescence, potentiator mode; 0% = oxytocin EC15, 100% = EC100. activation, % at 3 µM. 320,000 compounds, 0.061% hits;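 active = activation above that plate's cutoff, the mean activation of tested compounds plus 3 SD, cut at about 6.6% in these data, passing the limit was not always enough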;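 note: 100% uses oxytocin at 75 nM as the full agonist control; some results filed as inactive read as strong as hits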
Target sequence (P30559 whole entry, looked up): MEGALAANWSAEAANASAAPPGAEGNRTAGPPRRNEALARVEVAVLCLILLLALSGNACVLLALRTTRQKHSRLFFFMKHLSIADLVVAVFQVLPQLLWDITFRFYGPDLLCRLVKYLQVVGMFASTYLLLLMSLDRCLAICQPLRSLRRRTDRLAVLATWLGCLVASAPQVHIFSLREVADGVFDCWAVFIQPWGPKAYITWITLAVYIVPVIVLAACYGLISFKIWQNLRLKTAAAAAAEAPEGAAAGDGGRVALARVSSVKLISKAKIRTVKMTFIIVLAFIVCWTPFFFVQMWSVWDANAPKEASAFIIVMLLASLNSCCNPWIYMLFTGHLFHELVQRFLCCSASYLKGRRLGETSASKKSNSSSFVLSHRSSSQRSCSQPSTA
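System: human OTR in CHO cells / Also added: sub-maximal oxytocin, roughly EC15 / Control set: EC15 oxytocin low, 75 nM oxytocin high / Schedule: 6 min compound pre-incubation at room temperature, 100 s kinetic read / Compound: single-point 3.0 µM / Replication: singlicate / Technique: Fluo-8 calcium dye fluorescence / Read-out basis: % activation of max/min ratio relative to oxytocin controls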
TAAR1 agonist = human TAAR1 agonism. activation, % at 3 µM. 360,000 compounds, 0.99% hits. CHO RD-HGA16 TAAR1, Fluo-8 calcium fluorescence; vehicle wells 0%, saturating PEA agonist 100%. Q96RJ0;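 active = activation above the mean activation of all test compounds in the run plus 3 SD, cut at about 38% in these data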
Target sequence (Q96RJ0 whole entry, looked up): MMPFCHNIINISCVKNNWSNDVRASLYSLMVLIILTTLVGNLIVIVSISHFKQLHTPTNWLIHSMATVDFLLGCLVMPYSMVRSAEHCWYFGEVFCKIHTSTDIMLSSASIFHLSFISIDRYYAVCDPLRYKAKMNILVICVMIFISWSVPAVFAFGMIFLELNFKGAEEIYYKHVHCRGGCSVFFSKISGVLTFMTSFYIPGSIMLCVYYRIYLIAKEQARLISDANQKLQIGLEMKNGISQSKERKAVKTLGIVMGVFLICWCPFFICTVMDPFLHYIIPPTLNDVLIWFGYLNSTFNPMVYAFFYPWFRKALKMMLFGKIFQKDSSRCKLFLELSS
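System: CHO RD-HGA16 cells carrying human TAAR1 plus Gα16; Incubation: 17-24 h seeding, 75 min 37 °C dye, 30 min RT; Measured by: Fluo-8 fluorescence, 5 s baseline then 140 s kinetic read; Control set: DMSO and PEA EC100; Replication: single well for each compound.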
TAAR1 antagonist = human TAAR1 antagonism. Q96RJ0. AID 624466. 360,000 compounds, 1.5% hits. CHO RD-HGA16 TAAR1, Fluo-8 calcium fluorescence, antagonist. inhibition, % at 3 µM;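 active = inhibition above a per-plate cutoff, the mean inhibition of test compounds on that plate plus 3 SD, cut at about 49% in these data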;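 note: 0% = DMSO plus EC80 beta-PEA response and 100% = DMSO alone without agonist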
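test system = CHO RD-HGA16 cells bearing hTAAR1 | replication = singlicate | controls = DMSO-only wells and EC80 β-PEA-stimulated wells | reagent = EC80 β-phenethylamine stimulus | read-out basis = percent inhibition of PEA-evoked calcium signal, max/basal emission ratio | schedule = seeding 17-24 h prior, 75-min 37 °C, 30-min RT dye loading | signal = kinetic Fluo-8 calcium fluorescence measurement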
OXTR ag = human OXTR agonism; P30559; CHO-OTR cells, Fluo-8 calcium fluorescence; normalized: DMSO 0%, oxytocin 100%; activation, % at 3 µM; 320,000 compounds, 0.32% hits; AID 2435;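 active = activation above the mean of all tested compounds plus 3 SD, cutoff set per screening run, cut at about 20% in these data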;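 note: peak over basal fluorescence ratio from a 100 s FLIPR kinetic read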
V1R ag counter = V1a receptor agonism, counter-screen for OXTR agonists; CHO-V1R cells, Fluo-8 calcium fluorescence, agonist mode; 0% DMSO, 100% 3 nM vasopressin; 320,000 compounds, 0.25% hits; P37288; activation, % at 3 µM;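 active = activation above the mean activation of all tested compounds plus 3 SD, per screening run, cut at about 20% in these data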;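 note: signal is peak over basal fluorescence ratio across a 100 second FLIPR read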
CHRM1 antagonist = human CHRM1 antagonism. P11229. CHO-K1 hM1, Fluo-8 calcium fluorescence, ACh EC80 antagonist. inhibition, % at 3 µM. 360,000 compounds, 1.3% hits. AID 588852;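 active = percent inhibition above its own plate's cutoff, namely the mean of that plate's compound wells plus 3 SD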;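 note: peak over basal fluorescence ratio during 140 s after agonist addition; 0% = ACh EC80 plus DMSO and 100% = DMSO alone without agonist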
Active calls of the source: *; / = not tested or not shown.

SMILES	M1 ag	CHRM1 PAM	CHO parental Ca	OXTR potentiate	TAAR1 agonist	TAAR1 antagonist	OXTR ag	V1R ag counter	CHRM1 antagonist
COc1cc(NC(=O)CCC(=O)N2CCN(S(=O)(=O)c3ccc(C)cc3)CC2)cc(OC)c1	-5.0	9.5	/	/	1.7	12.4	/	/	-13.4
COc1cc(NC(=O)COC(=O)c2cnccn2)c(C)cc1[N+](=O)[O-]	-2.9	11.0	-5.1	-3.1	1.7	0.8	-0.4	-0.2	-13.8
COc1ccc(-c2nn(-c3ccccc3)cc2/C=C/C(=O)N2CCOCC2)cc1OC	-4.0	-14.2	-9.9	-4.0	9.8	17.5	-0.3	0.5	8.1
O=C(NCc1ccccc1CN1CCCC1)C1CCN(S(=O)(=O)c2ccc(Cl)cc2)CC1	-7.3	-24.9	-25.7	-4.9	3.1	-11.3	2.8	1.0	35.7*
CC1(C(=O)Nc2cccc3ccccc23)CCN1C(=O)C1(c2ccccc2)CCCC1 (configuration not stated)	-3.8	2.8	/	/	0.7	-5.3	/	/	-9.6
O=C(O)C(Cc1ccc(O)c([N+](=O)[O-])c1)N1C(=O)c2ccccc2C1=O (configuration not stated)	-2.7	11.1	/	/	0.7	-3.7	/	/	-14.9
COc1cc(C(=O)NCC(=O)n2nc(C)cc2C)cc(OC)c1OC	-1.6	8.0	-3.1	-4.6	2.6	-12.2	1.2	2.3	-9.3
CC(C)CCSc1nnc(N)s1	-3.0	-0.4	-11.2	-5.6	11.9	-16.5	-0.5	-0.1	2.4
CC1(C)Oc2ccc(C(=O)N3CCc4ccccc43)cc2N(CC(=O)N2CCCC2)C1=O	-6.0	-6.8	-12.4	-9.9	5.6	-12.3	-2.2	-0.6	-16.0
Cc1cccc2c1N(CCCOc1ccccc1)C(=O)C2=O	20.2*	12.8	-23.0	-11.2	-1.5	25.7	-1.6	-0.8	-12.1
COc1ccc(NC(=O)c2nc[nH]c2C(=O)N[C@@H](C)C(=O)OC(C)(C)C)cc1	-8.5	-8.8	-27.9	-7.5	7.0	11.2	-1.6	-0.4	14.7
O=C(Nc1ccc(Br)cc1F)C1CC(=O)N(C2CCCCC2)C1 (configuration not stated)	-1.5	10.2	-5.0	-6.7	2.1	-12.1	-1.2	3.6	-10.1
CC1(C(=O)O)CCCN1C(=O)c1ccc(Cl)cc1Cl (configuration not stated)	-4.5	2.9	/	/	1.4	-12.4	/	/	-7.4
CC(C)(C)S(=O)(=O)/C(C#N)=C/Nc1ccccn1	-1.0	2.0	-4.5	-11.1	4.2	-25.3	-0.2	-0.7	6.8
Cc1ccc(NC(=O)CSc2ccc(-c3cccnc3)nn2)cc1	-3.0	17.2	-14.1	-13.2	1.0	-12.3	-0.3	0.9	-14.0
COc1cccc(C(=O)C2CCCN(C(=O)c3ccccc3Cl)C2)c1 (configuration not stated)	-9.1	5.0	-19.1	-2.9	-0.8	3.9	2.5	7.0	-11.1
Cc1ccc2c(c1)N(CCCC(=O)Nc1cccc(C(F)(F)F)c1)C(=O)CO2	-4.8	-3.6	-7.3	-7.9	-2.3	22.9	0.2	1.5	9.3
COc1ccc(NC(=O)CN(C)C(=O)C(NC(=O)c2ccco2)C(C)C)cc1 (configuration not stated)	-0.6	-5.8	/	/	3.2	-10.9	/	/	13.9
C=CCN(CC=C)C(=O)c1c(OC)cccc1OC	-4.7	9.5	-5.6	-8.8	1.1	11.2	-0.8	0.9	-15.7
CC(C)c1ccccc1NC(=O)Nc1ccc2c(c1)OCO2	-1.7	-1.6	-1.1	-3.6	-0.2	-21.7	-0.6	1.0	0.1

Fetched one by one from above, 2 records:
SMILES	M1 ag	CHRM1 PAM	CHO parental Ca	OXTR potentiate	TAAR1 agonist	TAAR1 antagonist	OXTR ag	V1R ag counter	CHRM1 antagonist
Cc1ccc(NC(=O)CSc2ccc(-c3cccnc3)nn2)cc1	-3.0	17.2	-14.1	-13.2	1.0	-12.3	-0.3	0.9	-14.0
COc1ccc(NC(=O)c2nc[nH]c2C(=O)N[C@@H](C)C(=O)OC(C)(C)C)cc1	-8.5	-8.8	-27.9	-7.5	7.0	11.2	-1.6	-0.4	14.7

The list goes on.
SMILES	M1 ag	CHRM1 PAM	CHO parental Ca	OXTR potentiate	TAAR1 agonist	TAAR1 antagonist	OXTR ag	V1R ag counter	CHRM1 antagonist
CCN(C(=O)COC(=O)c1cc(S(=O)(=O)N2CCOCC2)ccc1F)C1CCS(=O)(=O)C1 (configuration not stated)	-8.5	7.8	-21.3	-2.6	3.3	1.5	1.1	0.1	-8.2
Cc1[nH]c(=O)[nH]c(=O)c1N(C)C	-5.2	4.7	3.8	-1.4	-1.2	-9.2	0.7	0.9	-3.6
COC(=O)c1ccc2nc(C(C)(C)C)c(Cc3ccc(OC)cc3C)n2c1	-3.6	-0.7	/	/	-0.4	-1.7	/	/	-22.0
COC(=O)C1=NN(C(=O)c2cccc(Cl)c2)C(O)(C(C)(C)C)C1 (configuration not stated)	-5.2	7.8	-10.9	-1.4	5.2	-13.6	-1.2	-1.1	-7.7
Cc1ccc(/C=N/NC(=O)CSc2nc3ccccc3c(=O)n2-c2ccccc2C)s1	-3.4	2.0	-13.7	0.1	1.3	-12.4	0.7	0.4	-1.1
CCn1c(=O)c2c(nc3n2CCS3)n(C)c1=O	-2.7	5.8	1.8	-5.0	14.3	0.0	-0.4	0.4	-4.4
COc1ccc(Cc2nc3ccc(C(=O)N(C)CC4COCCO4)cc3o2)cc1 (configuration not stated)	1.6	13.7	-18.6	-1.3	3.1	-15.6	0.1	0.2	-9.3
COc1ccc(NS(=O)(=O)c2ccc(-n3nnc4ccccc43)c([N+](=O)[O-])c2)cc1	11.2	-3.8	-5.7	-10.9	52.4*	31.7	23.5*	8.0	5.8
CCCC(C(=O)NC(C)(C)C)N(CCN1CCOCC1)C(=O)CNS(=O)(=O)c1ccccc1 (configuration not stated)	-3.2	5.2	-19.5	-8.3	0.5	-12.9	0.2	-0.9	-7.8
Cc1cc(=O)[nH]c(SCn2nnc3ccccc3c2=O)n1	-3.6	-2.1	-14.0	-4.8	2.3	-3.0	-1.9	-1.1	2.4
COc1ccc(S(=O)(=O)N2CCN(C(=O)c3ccco3)CC2)cc1C(C)(C)C	7.4	22.2	-22.2	-5.4	3.1	10.1	1.0	4.3	-14.2
COC(=O)c1ccc(-c2ccc([C@H]3[C@H]4C=CC[C@@H](C)[C@@H]4C(=O)N3Cc3ccccc3)c(F)c2)cc1	1.2	6.7	-29.9	-6.4	0.8	-11.5	-0.4	-0.1	3.2
CCOC(=O)C1(Cc2cccc(OC)c2)CCN(CCO)CC1	-9.9	9.2	-1.7	-14.3	3.9	-16.9	6.0	0.8	-7.6
CCOC(=O)c1c2n(c3ccc(O)cc13)CCC2	-3.6	6.8	-11.3	-14.4	8.2	-1.3	-2.0	-0.6	-25.4
O=C(NCCc1nccs1)C1CCC(=O)N(Cc2cccc(C(F)(F)F)c2)C1 (configuration not stated)	0.5	8.6	-11.2	0.7	1.5	-26.1	0.7	1.1	-7.2
Cc1ccc(S(=O)(=O)CCC(=O)OCC(=O)c2cc(C)ccc2C)cc1	-3.5	2.6	-9.0	-1.7	-0.3	-7.1	-0.3	-1.7	-7.1
CC(=O)c1ccc(NC(=S)N2CCN(C(=S)Nc3ccc(C(C)=O)cc3)C(C)C2)cc1 (configuration not stated)	-4.9	-1.3	-11.3	-16.9	0.8	-6.9	-0.8	0.6	6.3
O=C(C1CCC1)N1CCc2cc(S(=O)(=O)Nc3ccc4c(c3)OCCO4)ccc21	8.5	-11.3	13.2	-20.9	6.3	17.7	16.5	13.4	10.7
O=S1(=O)NC(=NCCOCCO)c2ccccc21	-3.3	2.3	10.0	-6.3	-1.1	6.5	0.7	0.1	0.0
COc1ccccc1CNC(=O)CSc1nc(=O)n(Cc2ccncc2)c2c1CCC2	-6.1	9.1	-9.1	-1.5	0.1	2.0	-1.1	0.6	-5.1
CC(C)COC(=O)c1ccccc1OC(=O)c1ccncc1	-9.2	1.6	-8.2	-10.5	-0.9	-16.1	-0.7	-0.8	-7.4
Cc1cc(C(=O)N2CCc3ccccc32)c2ccccc2n1	-2.3	4.3	-13.9	0.9	12.6	6.9	-1.6	-1.0	-2.7
COc1cccc(-n2c(C)nc3c(cnn3-c3ccc(C)cc3)c2=O)c1	3.8	-8.0	9.1	-16.5	1.7	17.3	9.3	7.4	6.5
COc1ccccc1C(=O)Nc1cc(-c2ccc(C)cc2)no1	-3.9	2.6	-13.2	-13.8	-0.8	6.3	0.7	2.0	-12.5
CN1C2Cc3c(n(C)c4ccccc34)C1CC=C2CO (configuration not stated)	-7.7	11.6	-12.6	3.4	12.6	17.5	1.5	0.7	-5.9
CC(C)C[C@H](NC(=O)c1nc[nH]c1C(=O)N[C@@H](CCCCNC(=O)OC(C)(C)C)C(=O)OC(C)(C)C)C(=O)OCc1ccccc1	-0.8	12.9	-9.4	-10.3	0.2	2.6	1.3	2.0	-24.6
CCCCCCCCC(=O)N1C(C)CCC1C (configuration not stated)	1.9	7.4	/	/	1.5	-2.5	/	/	-21.2
COc1ccc(C2=NN(CC(=O)Nc3ccccc3C)C(=O)CC2)cc1	3.6	13.6	-19.3	1.5	-3.3	-4.3	0.2	0.1	-14.3
O=[N+]([O-])c1ccccc1S(=O)(=O)N1CCCc2ccccc21	-7.4	0.3	-2.4	-7.9	-2.9	-23.2	-1.5	-0.8	1.4
Cc1cc(=O)oc(C)c1C(=O)OCC(=O)c1ccc(Br)cc1	-1.5	0.7	2.6	-2.8	-0.8	-1.3	1.1	0.5	-14.1
C[C@H]1CN([C@@H](C)CO)S(=O)(=O)c2ccc(Br)cc2O[C@H]1CN(C)C(=O)c1cnccn1	-1.9	-5.2	/	/	1.3	-11.7	/	/	-4.9
CN(C)C(=O)NC(O)C(Cl)Cl (configuration not stated)	/	/	-6.8	-1.5	/	/	0.1	5.5	/
Cc1ccc2c(c1)C(=O)CC1(CCC(C(C)(C)C)CC1)O2 (configuration not stated)	-0.4	4.5	-14.5	-0.7	3.1	-20.9	-0.1	-0.3	10.0
Cc1cc(C)nc(-n2nc(C)cc2Nc2ccccc2)n1	-4.9	5.3	-21.8	-3.8	0.1	4.7	-2.5	-1.7	1.8
